Screening data as filed in PubChem BioAssay.
FXIIa inh: human FXIIa protease inhibitors, primary screen, biochemical, 1536-well. purified FXIIa, Boc-QGR-AMC fluorogenic substrate, 2 h. Coagulation factor XII (Homo sapiens), P00748. inhibition, % at 5 µM. hit rate 0.3% among 220,000. AID 800, 2007; in the data active = inhibition above about 40%;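 also: 0% = enzyme with no compound and 100% = blank without enzyme; many of its hits are not listed in these tables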
Thrombin inh: human alpha-thrombin inhibitors, primary screen, counter-screen for coagulation protease inhibitor project, biochemical, 1536-well, fluorogenic AMC substrate; Prothrombin (Homo sapiens), P00734; Boc-VPR-AMC fluorogenic substrate cleavage; inhibition, % at 5 µM; hit rate 0.26% among 220,000; AID 1046, 2008;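 active = inhibition at or above 40%; inactive = inhibition below 40%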;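 also: 0% = enzyme with no compound and 100% = wells without enzyme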
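System – human alpha-thrombin protein · Reagent – Boc-VPR-AMC substrate, 15 µM final · Compound – 5 µM single dose in 0.2% DMSO · Schedule – reaction at room temperature · Technique – AMC fluorescence at 355 nm excitation and 460 nm emission · Read-out basis – % inhibition relative to enzyme controls and enzyme-free blanks · Control set – no-compound enzyme wells and no-enzyme blanks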
Runt-CBFb FRET: inhibitors of RUNX1 Runt–CBFb binding, primary screen, biochemical, FRET, Cerulean-Runt, Venus-CBFb, uHTS; Runt-related transcription factor 1 (Homo sapiens) + Core-binding factor subunit beta …; Cerulean-Runt/Venus-CBFb FRET ratio 530/480, 1 h; inhibition, % at 20 µM; hit rate 0.46% among 220,000; AID 1496, 2009;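 active = inhibition over about 50% at 20 µM in the single-dose screen, limit read from the data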;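 also: 0% = DMSO wells and 100% = excess unlabeled CBFb competitor control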
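System: Cerulean-labeled Runt domain protein | Quantity: 100 nM of each labeled protein | Schedule: 1 h compound exposure, room temperature | Detection: Fluorescence energy transfer, 422 nm excitation, 530/480 nm emission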
Wee1 stabilizer: Wee1 degradation inhibitors, primary screen, cell-based, HeLa, Wee1K328M-luciferase, luminescence | Wee1-like protein kinase (Homo sapiens), P30291 | HeLa Luc-Wee1K328M stability; 100% = proteasome inhibitor MG132 effect | reporter increase, % at 5 µM | hit rate 1.2% among 220,000 | AID 1321, 2008;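 active = activation above the mean of all tested compounds plus 3 SD, set per screening run, cut at about 8.8% in these data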;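 also: cells exposed to compound for 20 h before luminescence read; 0% = DMSO alone and 100% = MG132 at 30 µM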
FXIa inh: human FXIa protease inhibitors, primary screen, biochemical, 1536-well. Coagulation factor XI (Homo sapiens), P03951. purified FXIa, Boc-Glu-Ala-Arg-AMC fluorogenic substrate. inhibition, % at 5 µM. hit rate 0.14% among 220,000. AID 798, 2007;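 active = inhibition of at least 40%; inactive = inhibition below 40%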;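 also: fluorescence of freed AMC excited at 355 nm; 0% = enzyme without compound and 100% = no enzyme blank; many of its hits are not listed in these tables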
KLK5 inh: human KLK5 protease inhibitors, primary screen, biochemical, 1536-well; Kallikrein-5 (Homo sapiens), Q9Y337; recombinant hK5, fluorogenic AMC substrate cleavage; inhibition, % at 5 µM; hit rate 0.59% among 210,000;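 active = inhibition of 40% or more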;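 also: 0% = enzyme controls without compound and 100% = no-enzyme blanks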
Target sequence (Q9Y337 67-293 limits assumed): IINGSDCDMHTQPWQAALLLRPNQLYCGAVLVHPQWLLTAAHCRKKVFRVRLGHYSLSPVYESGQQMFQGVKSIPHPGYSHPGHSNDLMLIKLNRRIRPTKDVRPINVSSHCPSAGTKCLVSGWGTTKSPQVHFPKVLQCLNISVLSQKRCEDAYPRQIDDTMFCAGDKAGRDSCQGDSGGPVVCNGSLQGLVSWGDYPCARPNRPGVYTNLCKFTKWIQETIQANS
Hck-Nef inh: inhibitors of Nef-activated human Hck kinase, primary screen, biochemical, Z-Lyte FRET, 384-well, Hck-YEEI. Tyrosine-protein kinase HCK (Homo sapiens), P08631. Recombinant Hck-YEEI plus Nef, Z-Lyte FRET kinase assay. inhibition, % at 20 µM. hit rate 0.68% among 220,000;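 active = Hck-Nef kinase inhibition above about 50%, limit read from the data; inactive = inhibition below that limit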;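 also: 0% = DMSO with Hck plus Nef and 100% = Hck alone without Nef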
Target sequence (P08631 whole entry, looked up): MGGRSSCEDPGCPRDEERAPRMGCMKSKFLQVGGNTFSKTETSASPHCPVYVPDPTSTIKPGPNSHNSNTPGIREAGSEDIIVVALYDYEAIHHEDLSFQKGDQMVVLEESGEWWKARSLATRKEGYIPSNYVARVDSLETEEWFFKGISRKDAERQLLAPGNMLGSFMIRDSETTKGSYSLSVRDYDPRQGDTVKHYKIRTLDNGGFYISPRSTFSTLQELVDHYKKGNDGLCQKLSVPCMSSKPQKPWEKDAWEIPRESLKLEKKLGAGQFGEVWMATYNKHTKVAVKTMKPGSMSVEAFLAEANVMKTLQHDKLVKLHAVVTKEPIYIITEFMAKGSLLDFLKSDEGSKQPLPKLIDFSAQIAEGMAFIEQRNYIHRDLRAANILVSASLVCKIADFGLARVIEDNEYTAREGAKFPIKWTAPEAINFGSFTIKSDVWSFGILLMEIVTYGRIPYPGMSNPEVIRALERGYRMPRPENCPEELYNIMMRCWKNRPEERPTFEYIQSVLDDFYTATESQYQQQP
Runt-SMMHC FRET: inhibitors of RUNX1 Runt–CBFb-SMMHC binding, primary screen, biochemical, FRET, Cerulean-Runt, Venus-CBFb-SMMHC, uHTS | Runt-related transcription factor 1 (Homo sapiens) + Core-binding factor subunit beta … | Cerulean-Runt/Venus-CBFb-SMMHC FRET ratio 530/480, 1 h | inhibition, % at 20 µM | hit rate 0.74% among 220,000;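 active = mean inhibition across duplicate retests at 20 µM reaching about 50%, limit read from the data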;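 also: 0% = DMSO wells and 100% = wells with excess untagged CBFb-SMMHC; inhibitors lower the FRET ratio by blocking Runt binding to CBFb-SMMHC; some results filed as inactive read as strong as hits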
14-3-3 Bad PPI: inhibitors of 14-3-3 zeta/Bad binding, primary screen, biochemical, TR-FRET, bovine 14-3-3 zeta; hit rate 0.71% among 220,000; inhibition, % at 21.7 µM; 14-3-3 protein zeta/delta (Bos taurus), P63103; TR-FRET 14-3-3zeta/Dy647-pBad peptide displacement, 1 h;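 active = inhibition above about 70%, limit read from the data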;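 also: 0% = full 14-3-3 plus peptide FRET controls and 100% = background without 14-3-3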
Target sequence (P63103 whole entry, looked up): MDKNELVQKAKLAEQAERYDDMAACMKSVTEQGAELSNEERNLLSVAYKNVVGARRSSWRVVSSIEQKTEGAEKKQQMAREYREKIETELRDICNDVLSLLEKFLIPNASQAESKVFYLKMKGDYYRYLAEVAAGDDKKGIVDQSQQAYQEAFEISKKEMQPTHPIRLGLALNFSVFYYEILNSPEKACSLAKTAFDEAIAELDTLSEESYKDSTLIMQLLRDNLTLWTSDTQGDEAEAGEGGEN
The depositor's hits bear a star; i = inactive; x = no result given; [ ] = another dose, or the depositor's remark.

SMILES	FXIIa inh	Thrombin inh	Runt-CBFb FRET	Wee1 stabilizer	FXIa inh	KLK5 inh	Hck-Nef inh	Runt-SMMHC FRET	14-3-3 Bad PPI
O=C(CSC1=NCCS1)NC(NC(=O)CSC1=NCCS1)c1ccccc1	4	0	0	-1	0	-3	20	-1	-4
COc1ccc(CCNC(=O)CSc2nc3c(c(=O)n(C)c(=O)n3C)n2C(C)C)cc1OC	10	3	0	1	3	-20	0	2	-2
O=C(/C=C/c1ccc2c(c1)OCO2)c1ccccn1	1	-5	34	-1	-2	0	12	-6	2
Cc1ccc(-c2nc(-c3ccccn3)no2)cc1Cl	11	-2	-7	-4	2	-3	0	3	5
CCn1c(=O)c(C(=O)Nc2nc3ccccc3[nH]2)c(O)c2ccccc21	11	2	-4	-1	4	-19	12	-1	-3
CCOc1cc(S(=O)(=O)N2CCOCC2)ccc1F	-2	-1	2	1	0	13	12	-1	1
CC1CCCCN1C(=O)COc1ccc(NC(=O)c2ccco2)cc1 (centres undefined)	10	1	-4	-2	-2	-17	3	3	-4
CCCCOc1ccc(-c2nc(=S)[nH][nH]2)cc1	8	-2	25	1	-11	-184	-1	31	-4
O=C(CSCC(=O)Nc1cccc([N+](=O)[O-])c1)Nc1ccccc1	9	-18	0	4	3	-11	4	0	8[fluorescence artefact?]
CC12CCC(=O)N1C(C(=O)OCC(=O)Nc1cccc(Br)c1)CS2 (centres undefined)	7	-3	1	-3	2	4	17	0	-5
Cc1cc(=O)c2n(Cc3ccccc3Cl)nc[n+]2[nH]1	-3	-9	0	2	-10	9	-2	-8	9
Cc1cccc(NC(=O)c2ccc(COc3ccc4ccccc4c3)o2)n1	9	-2	0	0	1	x	6	2	-9
CC(=O)N1c2ccccc2C(C)CC12CCCCC2 (centres undefined)	-7	-7	0	0	-2	-2	-10	-8	4
COc1ccc(C(=O)NC(=S)Nc2cc(C)ccn2)cc1[N+](=O)[O-]	32	-10	0	2	20	-18	2	5	5
Cc1ccc2c(c1)cc(CN(C(=O)N1CCOCC1)C1CCCC1)c1nnnn12	10	1	2	-2	3	4	8	1	-6
CC(=O)/C(=N\Nc1ccc(C)cc1)Sc1nncn1C	11	-7	5	2	3	-12	-3	1	4
Cc1cnc(NC(=O)c2cccc(S(=O)(=O)N3CC(C)OC(C)C3)c2)s1 (centres undefined)	-1	-5	-1	4	-8	-4	-11	0	-3
COC(=O)C1=C(C)NC(=O)/C1=C\N(C)C	9	2	-2	2	-1	-9	21	-15	-12
COC(=O)c1scc(C)c1NC(=O)CC1NCCNC1=O (centres undefined)	3	-3	2	-2	-1	-3	-1	2	-3
COc1ccc(C(=O)N2CCN(C(=O)c3ccco3)CC2)cc1OC	18	-4	1	-1	6	2	1	-5	-7
CCCOCCc1nnc(N)s1	10	-1	0	-1	-2	-1	6	-5	-2
COc1ccc(C(=O)NCc2ccccn2)cc1[N+](=O)[O-]	-5	-5	0	5	-5	-9	18	1	1
Cc1onc(-c2c(F)cccc2Cl)c1C(=O)NCCN1CCNC1=O	1	-7	-1	-3	-5	-6	7	1	-10
COc1ccc(OCC(=O)N2CCN(C(=O)c3cccc4ccccc34)CC2)cc1	-7	-8	0	1	-10	16	1	-1	3
O=C1CC(N(CCc2ccccc2)C(=S)Nc2cc(Cl)ccc2Cl)C(=O)N1c1c(Cl)cccc1Cl (centres undefined)	6	-2	2	2	4	-5	0	-2	1[fluorescence artefact?]

The results go on.
SMILES	FXIIa inh	Thrombin inh	Runt-CBFb FRET	Wee1 stabilizer	FXIa inh	KLK5 inh	Hck-Nef inh	Runt-SMMHC FRET	14-3-3 Bad PPI
O=C(Nc1ccc(CN2CCCCC2)cc1)c1sc2ccccc2c1Cl	7	-1	2	-3	-2	0	31	0	-2
Cc1cc(C)n2nc(-c3ccccc3)cc2n1	1	-8	-1	-1	-6	-3	17	0	-4
O=c1c2ccccc2nnn1CSc1nnc(-c2ccc3c(c2)OCO3)o1	17	5	-1	0	4	1	2	0	-4
Nc1c(C(=O)N/N=C/c2ccc(F)cc2)oc2nc(-c3ccccc3)cc(-c3ccco3)c12	9	-3	-96	0	5	3	-13	-79	3
O=c1[nH]c(=S)c2c(n1-c1ccccc1)CCC2	-5	-3	2	3	-1	-2	3	-4	7
CCN(CC)CCCNC(=O)/C(=C\c1cccn1C)NC(=O)c1cccs1	15	-1	-1	2	6	-23	2	1	-22
CCC(C)Oc1ccc(/C=C/c2[nH]c(=O)[nH]c(=O)c2[N+](=O)[O-])cc1OC (centres undefined)	12	-16	-2	-1	1	4	31	-12	-10
O=C(COC(=O)c1ccncc1)Nc1ccccc1	1	1	-1	-2	-4	-13	19	-2	0
O=C(CSC(=S)N1CCCCC1)c1ccccc1	5	-7	1	-1	-6	-2	17	0	-3
CC(C)NCC(O)COc1ccc(Br)cc1 (centres undefined)	6	-5	0	-2	-3	2	4	4	-4
COc1ccccc1N1C(=O)c2ccc(C(=O)Nc3nccs3)cc2C1=O	11	-1	2	1	0	2	21	-1	-10
CCNC(=O)C(=O)Nc1ccc([N+](=O)[O-])cc1	7	x	2	6	3	-3	14	0	3
O=C(Nc1ccccc1N1CCN(C(=O)c2ccccc2)CC1)c1ccccc1Cl	8	5	2	0	4	2	29	3	1
Cc1cc(C)n(CCNC(=O)c2cc(COc3ccc(F)cc3Cl)on2)n1	15	4	-2	-2	2	x	6	0	-4
Cn1cc(C(=O)NC2C3CC4CC(C3)CC2C4)cn1 (centres undefined)	5	-2	-3	0	4	-9	-4	1	-2[fluorescence artefact?]
Cc1cccc(C(=O)Nc2sc3c(c2C(=O)O)CCC3)c1	1	-10	4	-3	-3	-4	-6	-2	-2
CCOP(=O)(c1ccc(N(C)C)cc1)C(O)c1cc(OC)c(OC)c(OC)c1 (centres undefined)	1	-2	3	-2	-19	-16	1	-4	-13
CCOc1cccc(C(=O)Nc2cccc(-c3nc4ncccc4o3)c2C)c1	4	2	2	1	-11	-25	0	-5	-8
CC(C(=O)NC1=NCCS1)N1C(=O)C2CC=CCC2C1=O (centres undefined)	8	1	0	1	-12	-21	2	-4	1
Cc1cc(-c2n[nH]c(=S)n2/N=C/c2cccs2)n[nH]1	-6	-9	12	-2	-5	-8	2	15	-7
Cc1nccn1CC(O)COc1ccccc1 (centres undefined)	5	-1	-2	1	-5	-3	14	-4	-13
COCCCn1c(=NC(=O)c2ccncc2)c(C#N)cc2c(=O)n3cccc(C)c3nc21	-11	-31	48	7	-4	i	14	62*	13
CC(=O)c1cccc(NC2c3ccccc3C(=O)N2Cc2ccc3c(c2)OCO3)c1 (centres undefined)	3	-10	1	9.1*	-6	-30	3	3	-2
CCc1onc(C)c1C(=O)O	8	-6	-2	0	-2	-1	-2	-1	-1
CN(C)c1ncc(/C=C2/C(=O)NC(=S)N(C3CCCCC3)C2=O)cn1	x	-1	7	3	4	0	68*	13	12

Some values from the results shown.
In Hck-Nef inh, O=C(CSC(=S)N1CCCCC1)c1ccccc1 is listed with 17
In FXIIa inh, Cc1cc(C)n(CCNC(=O)c2cc(COc3ccc(F)cc3Cl)on2)n1 is listed with 15

Carrying on.
SMILES	FXIIa inh	Thrombin inh	Runt-CBFb FRET	Wee1 stabilizer	FXIa inh	KLK5 inh	Hck-Nef inh	Runt-SMMHC FRET	14-3-3 Bad PPI
CC(=O)N1CCN(c2ccc(NCc3ccc(C(C)C)cc3)cc2)CC1	7	-2	3	2	-7	-10	5	4	-15
O=C(CNC(=O)c1cccc(OC(F)F)c1)OCn1nnc2ccccc2c1=O	2	5	0	1	11	-18	1	-4	1
COc1ccc(OC)c(NC(=O)c2c(NC(=O)CCC(=O)O)sc3c2CCCCC3)c1	28	1	25	3	18	-14	-3	33	4
COCCCNCC1C(Oc2ccc(Cl)cc2)C(=O)N1c1ccccc1C (centres undefined)	11	-4	2	3	3	-12	-2	1	-6
COc1cc2c(cc1OC)-c1nnc(C)n1C1(CCCC1)C2	9	-6	2	-1	1	0	21	1	7
O=C(NCCc1ccccc1)c1ccc2nccnc2c1	3	-3	x	7	-2	-1	23	x	8
Cc1ccc(-c2cn3cc(C)ccc3n2)cc1	-1	-1	-4	-4	-6	-10	-3	-2	15
COc1ccc(OC)c(CN(CCN2CCOCC2)C(=O)Nc2ccccc2)c1	12	3	0	-1	6	-17	3	1	-16
CCOC(=O)c1c(NC(=O)CSc2nc3ccccc3s2)sc(C(C)=O)c1C	17	5	-3	-2	9	47*	0	3	2
CCNC(=O)CON=C1c2ccccc2-c2ccccc21	16	-1	-11	-2	1	-9	5	-6	1
COC(=O)c1sccc1NC(=O)CC1C(=O)NCCN1C(=O)c1ccc(N(C)C)cc1 (centres undefined)	3	6	6	0	5	-10	-14	-2	-2
CN1CCN(CCCNC(=O)c2ccc(CSCc3cccc(Cl)c3)o2)CC1	19	2	0	-3	17	-16	1	0	1
Cc1cc(C(F)(F)F)n2ncc(C(=O)O)c2n1	11	0	2	x	3	-10	2	-3	-2
Cc1ccc(Oc2ccc(OCC(=O)NC(C)C(=O)O)cc2)cc1 (centres undefined)	4	-3	-1	3	-3	-20	2	2	2[fluorescence artefact?]
CCOc1ccc(NC(=O)C2CCCN(C(=O)Nc3ccccc3)C2)cc1 (centres undefined)	15	0	-3	2	7	-10	10	-8	-5
CC(C)n1c(Oc2ccc(F)cc2)nc2c1c(=O)n(C)c(=O)n2C	-3	-1	0	0	-7	-13	-23	-1	-8
c1ccc(C2C/C(=N\N3CCOCC3)c3ccccc3O2)cc1 (centres undefined)	20	-5	0	-2	19	-7	0	1	12[fluorescence artefact?]
CCn1c(SCC(=O)Nc2cc(C)on2)nnc1-c1ccc(S(=O)(=O)N2CCN(C)CC2)cc1	-3	-7	3	-1	-1	-27	-2	-4	7[fluorescence artefact?]
O=c1ccc(-c2ccc([N+](=O)[O-])cc2)nn1-c1ccccc1	2	-5	2	5	-5	-3	18	1	12
COC(=O)c1cc(NC(=O)/C=C/c2ccccc2)ccc1O	11	-3	-1	-4	-2	2	19	1	-6
Cc1cc2c3c(c1)C(C)CC(C)(C)N3C(=O)C2=C(C#N)C#N (centres undefined)	5	-12	2	5	1	-1	13	3	-12

Compounds were not picked by outcome; any-hit rate near 4.2%.
